Screening data deposited in PubChem by University of Kansas High Throughput Screening Laboratory.
mHTT CaM bind – mutant huntingtin-calmodulin interaction inhibitors – biochemical, AlphaScreen, primary screen; 3.6% of 190,000 active; inhibition, % at 15 µM; AID 1671202, 2021; AlphaScreen His-mHTT/GST-CaM binding, luminescence;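 further: 0% = both proteins with DMSO and 100% = one protein alone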
Target sequence (P42858 whole entry, looked up, stated change not applied): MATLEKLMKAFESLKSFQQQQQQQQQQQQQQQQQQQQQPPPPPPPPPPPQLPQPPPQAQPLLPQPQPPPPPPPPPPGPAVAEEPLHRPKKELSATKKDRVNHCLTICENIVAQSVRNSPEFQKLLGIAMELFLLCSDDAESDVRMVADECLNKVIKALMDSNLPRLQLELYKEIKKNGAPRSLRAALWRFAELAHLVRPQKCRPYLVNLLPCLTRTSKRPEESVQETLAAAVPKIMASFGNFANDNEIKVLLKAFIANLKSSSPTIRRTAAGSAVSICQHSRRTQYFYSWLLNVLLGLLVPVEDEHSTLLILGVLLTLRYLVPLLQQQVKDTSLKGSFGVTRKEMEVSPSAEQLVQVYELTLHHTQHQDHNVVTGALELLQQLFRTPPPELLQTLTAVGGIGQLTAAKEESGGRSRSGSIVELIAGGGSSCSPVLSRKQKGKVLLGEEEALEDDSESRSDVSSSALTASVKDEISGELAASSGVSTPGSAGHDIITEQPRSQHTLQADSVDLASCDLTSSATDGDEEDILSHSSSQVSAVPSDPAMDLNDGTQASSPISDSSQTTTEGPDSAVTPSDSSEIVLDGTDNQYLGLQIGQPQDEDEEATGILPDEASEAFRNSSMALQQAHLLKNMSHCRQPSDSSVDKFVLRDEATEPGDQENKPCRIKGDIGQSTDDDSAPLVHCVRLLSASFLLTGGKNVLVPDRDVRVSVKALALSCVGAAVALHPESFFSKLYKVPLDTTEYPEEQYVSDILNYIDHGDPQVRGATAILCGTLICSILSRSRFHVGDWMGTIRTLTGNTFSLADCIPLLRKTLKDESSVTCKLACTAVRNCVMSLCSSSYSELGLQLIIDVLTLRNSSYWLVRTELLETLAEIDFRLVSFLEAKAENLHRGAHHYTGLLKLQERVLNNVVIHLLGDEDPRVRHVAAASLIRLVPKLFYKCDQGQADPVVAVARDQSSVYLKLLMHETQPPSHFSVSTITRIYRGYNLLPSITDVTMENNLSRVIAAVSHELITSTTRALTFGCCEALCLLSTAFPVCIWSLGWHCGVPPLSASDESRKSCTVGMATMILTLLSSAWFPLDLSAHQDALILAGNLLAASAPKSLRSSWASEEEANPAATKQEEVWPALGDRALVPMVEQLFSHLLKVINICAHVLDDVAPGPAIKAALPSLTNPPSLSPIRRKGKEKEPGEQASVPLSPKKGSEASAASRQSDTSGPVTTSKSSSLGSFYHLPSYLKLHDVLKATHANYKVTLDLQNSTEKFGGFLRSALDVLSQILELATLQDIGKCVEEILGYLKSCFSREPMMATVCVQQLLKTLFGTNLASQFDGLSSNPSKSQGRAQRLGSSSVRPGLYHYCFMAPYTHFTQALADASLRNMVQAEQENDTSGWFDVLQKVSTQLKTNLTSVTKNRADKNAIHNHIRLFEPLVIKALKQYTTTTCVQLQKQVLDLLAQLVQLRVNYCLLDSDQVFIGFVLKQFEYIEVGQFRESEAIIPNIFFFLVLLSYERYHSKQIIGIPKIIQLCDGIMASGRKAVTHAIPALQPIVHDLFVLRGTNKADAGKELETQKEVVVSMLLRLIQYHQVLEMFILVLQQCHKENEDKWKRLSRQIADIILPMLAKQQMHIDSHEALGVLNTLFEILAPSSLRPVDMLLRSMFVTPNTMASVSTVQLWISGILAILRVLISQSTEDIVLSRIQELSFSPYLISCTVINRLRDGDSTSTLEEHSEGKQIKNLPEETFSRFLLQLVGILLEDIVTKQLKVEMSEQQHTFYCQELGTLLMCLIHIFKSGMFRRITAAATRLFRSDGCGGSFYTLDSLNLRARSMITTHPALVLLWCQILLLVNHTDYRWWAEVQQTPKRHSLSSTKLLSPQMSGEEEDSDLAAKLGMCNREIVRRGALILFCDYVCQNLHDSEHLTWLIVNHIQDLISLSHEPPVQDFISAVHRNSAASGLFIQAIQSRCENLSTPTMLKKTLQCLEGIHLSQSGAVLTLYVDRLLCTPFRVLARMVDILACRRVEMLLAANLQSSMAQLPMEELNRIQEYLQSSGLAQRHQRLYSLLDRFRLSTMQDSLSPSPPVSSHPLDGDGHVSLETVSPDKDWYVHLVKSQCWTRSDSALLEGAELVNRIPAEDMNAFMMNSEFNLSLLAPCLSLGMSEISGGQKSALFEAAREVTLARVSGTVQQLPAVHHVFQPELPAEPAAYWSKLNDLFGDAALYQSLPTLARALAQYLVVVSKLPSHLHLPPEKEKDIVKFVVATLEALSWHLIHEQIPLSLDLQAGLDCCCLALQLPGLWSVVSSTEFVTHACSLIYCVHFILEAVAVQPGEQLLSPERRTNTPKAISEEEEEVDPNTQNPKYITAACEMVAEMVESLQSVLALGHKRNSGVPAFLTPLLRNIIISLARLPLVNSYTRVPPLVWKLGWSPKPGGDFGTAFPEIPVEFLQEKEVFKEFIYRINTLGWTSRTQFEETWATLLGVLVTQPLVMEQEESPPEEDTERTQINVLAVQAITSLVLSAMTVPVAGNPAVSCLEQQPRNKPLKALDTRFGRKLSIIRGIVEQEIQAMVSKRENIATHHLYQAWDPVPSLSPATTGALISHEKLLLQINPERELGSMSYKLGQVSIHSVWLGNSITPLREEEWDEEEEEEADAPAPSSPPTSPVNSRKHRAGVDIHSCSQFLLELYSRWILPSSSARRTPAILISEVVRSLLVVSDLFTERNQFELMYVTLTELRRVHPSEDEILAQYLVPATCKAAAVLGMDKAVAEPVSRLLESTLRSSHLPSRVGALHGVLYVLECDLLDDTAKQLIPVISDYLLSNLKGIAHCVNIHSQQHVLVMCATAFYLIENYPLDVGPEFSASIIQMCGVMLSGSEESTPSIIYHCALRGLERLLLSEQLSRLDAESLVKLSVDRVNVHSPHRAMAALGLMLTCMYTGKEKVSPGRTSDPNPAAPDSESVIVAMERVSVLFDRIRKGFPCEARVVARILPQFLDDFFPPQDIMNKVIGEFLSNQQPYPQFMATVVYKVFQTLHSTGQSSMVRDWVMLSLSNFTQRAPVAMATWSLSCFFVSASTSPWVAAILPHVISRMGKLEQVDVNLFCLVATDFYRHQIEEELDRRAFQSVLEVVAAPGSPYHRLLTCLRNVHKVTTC
Pf apPOL inh – Pf-apPOL inhibitors, biochemical, fluorescence; Plasmodium falciparum apicoplast DNA polymerase (apPOL); Recombinant Pf-apPOL, molecular beacon fluorescence, 1.5 h; inhibition, % at 10 µM; 0.25% of 210,000 active; AID 1794808, 2022
An asterisk follows results filed as active; nt = not tested or not shown; & = joins results of further samples. No stated cut-off is given here; in the data, active means inhibition above about 50%; inactive means the rest. The list is partial; the hit share may differ from the screen's.

canonical_smiles | mHTT CaM bind | Pf apPOL inh
Cc1cc(=S)c2n(Cc3ccc(Cl)cc3Cl)nc[n+]2[nH]1 | 15.0 | -4.1
Cc1cccc(NC(=O)Cn2c(=O)n(-c3ccc(F)cc3)c3ncccc32)c1 | -0.2 | 3.3
CC(C)(C)c1ccc(OCCCC(=O)N2CCOCC2)cc1 | -3.3&6.5 | -5.2&-10.9
COCOCCn1cc(CN2CCS(=O)(=O)N(Cc3ccc(-c4cccc(N(C)C)c4)cc3)C(CC(C)C)C2=O)nn1 (centres undefined) | 65.8* | -5.9
Brc1cccc(-c2nnc(Cc3nc(-c4ccc5c(c4)OCO5)no3)o2)c1 | -15.4 | -1.4
O=C(NCCN1CCOCC1)C1CC(c2ccc(F)cc2)=NO1 (centres undefined) | -8.9 | -0.7
CN(C)S(=O)(=O)c1ccc(C(=O)NCC2CCN(C(=O)Oc3ccccc3)CC2)cc1 | 11.4 | -14.1
CC1(C)OC2OC(C(=O)N3CCOCC3)C3OC(C)(C)OC3C2O1 (centres undefined) | -1.4 | -6.7
COc1ccc(C(=O)N2CCCC(c3nc(-c4ccc(NC(C)=O)cc4)no3)C2)cc1OC (centres undefined) | -2.3 | -2.8
O=C(Cc1ccccc1)N1CCC(CCOc2cccnc2)CC1 | 1.2 | -4.1
O=C(NCc1ccco1)C1CCN(c2nc3ccc(-c4cncnc4)nc3s2)CC1 | 5.1 | 1.9
CS(=O)(=O)N1CCN(C2C3CC4CC(C3)CC2C4)CC1 (centres undefined) | -2.2 | -4.6
Cc1ccc(NC(=O)N2CCc3nc4cc[nH]n4c(=O)c3C2)c(C)c1 | -0.9 | -6.5
CSCc1csc(NC(=O)c2ccc(S(=O)(=O)N(C)C)cc2)n1 | 5.7 | -4.9
O=C(Nc1cccc(F)c1)N1CCN(Cc2nc3cccnc3n2-c2cccc(F)c2)CC1 | 7.1 | 0.0
COc1ccc(-c2cc(C(=O)N3CCOCC3)c3ccccc3n2)cc1 | 4.2 | 4.6
CCOc1ccccc1CNC(=O)c1ccnc2c(NC(C)=O)cccc12 | 20.1 | 1.2
CC(=O)NCc1csc(C2CCN(C(=O)COc3ccc(F)cc3)CC2)n1 | -8.3 | 0.2
Cc1cccc(N2CCN(Cc3ccco3)CC2)c1C | 1.1 | -7.4
O=C(NCc1cccnc1)c1c(F)c(F)c(F)c(F)c1F | 3.4 | -1.0
O=C(NCc1nc(-c2cccc(Cl)c2)no1)c1ccccc1Cl | -4.1 | -7.4
Cc1cc(C)c(S(=O)(=O)N(C)Cc2cnn(C)c2)c(C)c1 | -0.1 | 0.6
COc1ccc(C2=NOC(C(=O)NCc3ccc(F)cc3)C2)cc1OC (centres undefined) | 15.4 | -4.3
Cn1c(=O)c2c(nc3n(CCO)c(-c4ccc(Br)cc4)cn23)n(C)c1=O | 5.0 | -2.0
CCOc1ccc(NC(=O)c2csc3c2CCC(C)C3)cc1 (centres undefined) | -2.5 | -2.0
CC(C)NC(=O)CN(c1ccccc1)S(=O)(=O)c1ccccc1[N+](=O)[O-] | 0.0 | -22.4
CCOC(=O)COc1ccc2c(=O)c(-c3ccc(OC)c(OC)c3)coc2c1 | -6.4 | -0.9
CCn1cnc2ccc(-c3noc(Cc4ccc(Cl)cc4)n3)cc21 | 24.6 | -1.7
COc1ccc(S(=O)(=O)N2CCC(Oc3ccc(-n4cnnn4)cc3)CC2)cc1 | -3.9 | -9.9
ON=C1c2ccccc2CCC1Cn1ccnc1 (centres undefined) | nt | -1.6
Cc1cc(C)cc(-n2cc(-c3ccc(F)cc3)[nH]c2=O)c1 | 4.0 | 0.6
O=C(CN1CCC(c2nc3ccccc3[nH]2)CC1)Nc1ccc(OC(F)(F)F)cc1 | -9.6 | -10.4
Cc1ccsc1CN1CCCC(c2nc(-c3cccnc3)n[nH]2)C1 (centres undefined) | -2.1 | -2.9
COc1cc(C2NC(C(=O)O)CS2)ccc1O (centres undefined) | -7.0 | -2.2
Cc1ccc(Nc2nc3ccncc3n(C(C)C)c2=O)cc1F | -10.3 | 2.0
O=S(=O)(c1ccccc1)c1ccc(N2CCCCC2)cc1 | 3.9 | -4.3
CS(=O)(=O)N1CCC(C(=O)NC2CCCC(OC(=O)Nc3ccc(F)cc3)C2)CC1 (centres undefined) | -9.4 | 1.6
CN(CCc1ccccn1)c1ncnc2c1CCC2 | 2.5 | -5.7
COc1ccc(OC)c(NC(=O)N2CC3CCCN3c3ccccc32)c1 (centres undefined) | 82.6* | 0.8
Cc1c(Cl)cccc1NC(=O)C(=O)NCCN1CCOCC1 | -0.2 | -4.4
CCOc1cc(/C=C2\NC(=O)NC2=O)cc(Cl)c1OCc1ccccc1F | 68.0* | -2.0
O=C(CN1CCCCC1)N1c2ccccc2Sc2ccccc21 | nt | -14.5
NCCCNCCCCNCCCN | nt | 7.1
COc1cc(CNc2ccc3cn[nH]c3c2)ccc1O | 36.7 | 0.0
Cc1cc(NC(=O)c2ccc(Cl)cc2Cl)ccc1Br | -11.6 | -0.9
Cc1cccc(N2CCN(C(=O)c3ccc4c(c3)CC(=O)N4C)CC2)c1C | 0.1 | 1.2
O=C(COc1ccc(Cl)cc1)N1CCN(c2ccccn2)CC1 | -1.0 | 47.6
O=C(Nc1ccc(F)cc1F)C12CC3CC(CC(Br)(C3)C1)C2 | -1.0 | -1.7
CCn1c(=O)c2c(ncn2Cc2ccccc2)n(-c2ccc(F)cc2)c1=O | 5.1 | -0.7
O=Cc1cn(CC(=O)NCC2CCCO2)c2ccc(Br)cc12 (centres undefined) | 3.7 | -0.9
O=C(Nc1ccc(S(=O)(=O)Nc2cnc3ccccc3n2)cc1)c1ccc2c(c1)OCO2 | 8.5 | -2.2
O=C(Cc1nc(-c2ccccc2)n[nH]1)Nc1ccc(Cl)cc1 | -5.9 | -0.9
O=C(Nc1cccc([N+](=O)[O-])c1)C(=O)N1CCC(Cc2ccccc2)CC1 | 14.1 | -4.7
COCCNC(=O)N1CCc2c(c(COCc3cccc(F)c3)nn2C)C1 | -0.6 | -4.4
CC(=O)Nc1cccc(Oc2nnc(-c3ccc(C)cc3)c3ccccc23)c1 | 5.0 | 3.7
Cc1ccc(-n2nc3c(c2NC(=O)c2cc([N+](=O)[O-])ccc2Cl)CSC3)cc1 | 18.0 | -81.9
Cn1c(/C(C#N)=C/c2ccccc2C(F)(F)F)nc2ccccc21 | -20.0 | -2.6
Cc1ccc(-c2nccn3cc(C(=O)N4CCC(C)CC4)nc23)cc1 | -1.2 | 5.4
COCCCNS(=O)(=O)c1ccc2c(c1)CC(C)N2C(C)=O (centres undefined) | -4.0 | -2.5
COc1ccc(Cl)cc1N(CC(=O)O)S(=O)(=O)c1ccc(C)c([N+](=O)[O-])c1 | 1.1 | -4.0

Next structures follow.
canonical_smiles | mHTT CaM bind | Pf apPOL inh
O=C(Cc1c[nH]c2ncccc12)NC1CCCCCC1 | -6.1 | 1.1
O=C1OC(c2ccccc2F)=N/C1=C/c1ccc(Cl)cc1Cl | -4.0 | 6.5
COc1ccc(-n2c(C)nc3cc(C(=O)NCc4ccccn4)ccc32)cc1 | 10.0 | -1.8
N#CC(CO)Cc1cc([N+](=O)[O-])ccc1N1CCCC1 (centres undefined) | nt | -5.8&3.1
CCCn1c(C2CCN(C(=O)c3ccc(F)c(Cl)c3)C2)nc2cccnc21 (centres undefined) | 5.2 | -3.0
CCN(CC)C(=O)ON=C(N)c1cc(Br)c(OC)c(Br)c1 | nt | -12.1
Cc1cc(C(=O)NNS(=O)(=O)c2ccccc2C(F)(F)F)nn1C(C)(C)C | nt | -3.0&-2.0
O=C(NCCNc1ccc([N+](=O)[O-])cc1Cl)c1cccc(Br)c1 | -0.8 | 5.0
CCC(=O)Nc1ccc(S(=O)(=O)N2CCc3nc[nH]c3C2)cc1 | 4.1 | -1.5
C=CCN1[C@@H](C)COc2cccc(N3CCSCC3)c2S1(=O)=O | -5.3 | 2.7
CCOC(=O)N1CCc2nn(CC(=O)Nc3ccc(C(F)(F)F)cc3)c(=O)cc2C1 | 17.7 | -6.4
COCC(=O)N1CCc2c(c(-c3nc(-c4cccc(F)c4)no3)nn2C)C1 | 7.7 | -4.3
CCOc1ccccc1CN1C(=O)c2ccccc2C1C(=O)NCCCN1C(C)CCCC1C (centres undefined) | -4.0 | -12.5
Cc1sc2cc(C(=O)N3CCCN(C)CC3)[nH]c2c1CN1CCCCC1 | -5.2 | -2.7
CN(C)C=C(C#N)c1ccccn1 | nt | -30.3
O=c1oc2ccc(Cl)cc2cc1-c1nc(-c2ccc([N+](=O)[O-])cc2)n[nH]1 | -2.0 | -2.2
CSc1cccc(NC(=NS(=O)(=O)c2ccccc2)NN)c1 | nt | -10.7&9.2
Cc1ccc(N2C(=O)C(=O)C(c3ccccc3)=C2c2ccccc2)cc1 | 11.0 | 6.6
CCc1cccc(C)c1NC(=O)C(C(C)C)N1C(=O)c2ccccc2C1=O (centres undefined) | -9.6 | -25.7
Cc1cc(NC(=O)CSc2nc(N)c(NC(=O)c3ccco3)c(=O)[nH]2)no1 | -19.9 | -2.7
CCCCNC(=O)C1CCc2nc(N3CCN(C(C)=O)CC3)sc2C1 (centres undefined) | 0.4 | -0.1
O=C1C2CCCN2C(c2ccccc2F)N1c1cccc(Cl)c1 (centres undefined) | -5.6 | -4.3
O=S(=O)(NCc1nnnn1-c1ccc(Cl)cc1)c1ccc2c(c1)OCCO2 | -7.4 | 6.1
O=C(Nc1nnc(SCc2ccc(F)cc2)s1)Nc1ccccc1F | -2.3 | 9.2
COc1ccc(CCNC(=O)c2ccc(C(C)C)cc2)cc1 | -4.9 | 3.8
CCCc1[nH]n(-c2ccc(F)cc2)c(=O)c1C=NCc1ccc(S(N)(=O)=O)cc1 | 7.0 | -3.2
CN(C)/C=C1\Nc2ccc(Br)c(Cl)c2C1=O | 24.0 | 8.8
COc1ccc(OCCCOc2ccccc2[N+](=O)[O-])cc1 | -12.5 | -2.3
CSC(NCc1cccnc1)=C(C#N)C(=O)c1cccs1 | nt | -6.9
CC(C)NC(=O)c1ccccc1OCC1CCN(C(=O)Cc2ccc(Cl)cc2)CC1 | -4.1 | -1.2
O=C(Nc1cnc(N2CCOCC2)nc1)c1cc(F)cc(F)c1 | -2.8 | -3.3
CCn1c(=O)c(C(=O)NCc2ccc(Cl)cc2)nc2cccnc21 | 4.6 | -0.5
CC(C)NC(=O)c1c[nH]c2ccc(S(=O)(=O)N(C)c3ccc(F)cc3)cc2c1=O | 39.0 | -6.8
COCc1nnc(NC(=O)c2ccccc2I)s1 | -1.8 | 0.2
O=S(=O)(Nc1ccc(F)c(Cl)c1)c1ccc2c(c1)OCCO2 | -2.2 | -2.1
COc1cc(C=Nc2cc(C)ccc2NC(C)=O)cc(OC)c1OC | nt | -2.6&-8.6
COCCCNC(=O)N1CCc2cn(CC(C)C)c3cccc(c23)C1 | -10.1 | -2.9
Cc1ccc2c3c(ccc2n1)NC1=C(C(=O)CCC1)C3c1ccccn1 (centres undefined) | -2.0 | -1.6
O=[N+]([O-])c1c(C=Nc2ccccc2F)ccc2c1OCO2 | 48.0 | -6.3
CC[C@H](C)C(=O)O[C@H]1CCC=C2C=C[C@H](C)[C@H](CC[C@@H]3C[C@@H](O)CC(=O)O3)[C@H]21 | nt | -5.8
O=C(Nc1ccccc1)c1cccnc1N1CCNC(c2ccccc2)C1 (centres undefined) | 8.8 | 0.8
Cc1cccc(NS(=O)(=O)c2ccc(NC(=O)c3ccccc3Cl)cc2)c1 | 2.4 | -5.0
CC(CCc1ccc(O)cc1)Nc1ccc2[nH]ncc2c1 (centres undefined) | 40.1 | 0.6
Cc1cccc(CN2CCN(C3CCN(C(=O)Nc4ccc(Cl)cc4)CC3)C2=O)c1 | 6.4 | -3.2
CC(=O)c1ccc(N2CCN(C(=O)c3ccccc3)CC2)c(F)c1 | 5.0 | -2.1
CN(C)c1ccc(/C=C2\c3cc([N+](=O)[O-])ccc3-c3c2cc([N+](=O)[O-])cc3[N+](=O)[O-])cc1 | 4.0 | -8.1
COc1ccc(C(CCN2CCCC(C)C2)c2c(O)cc(OC)cc2OC)cc1 (centres undefined) | 15.3 | -1.3
CC(CCNC(=O)CCC(=O)N1CCCn2nc(-c3cccn3C)cc21)N1CCCC1 (centres undefined) | 19.2 | -1.8
COc1cc(C2C(C#N)=C(N)Oc3n[nH]c(C(C)(C)C)c32)cc(OC)c1OC (centres undefined) | -1.4 | -0.1
COc1ccccc1OCC(=O)Nc1ccc(S(=O)(=O)N2CCc3ccccc32)cc1 | 11.8 | -6.3
COc1ccc(CNS(=O)(=O)c2ccc(F)c(C(=O)Nc3ccc(Cl)cc3F)c2)cc1 | 6.0 | -3.6
O=C(NC1CCCCC1)c1cccnc1N1CCOCC1 | -2.1 | -2.0
Cc1ccc(-c2nc3s/c(=C\c4ccc(F)cc4)c(=O)n3n2)cc1 | -6.0 | 5.7
N#Cc1ccsc1NC(=O)c1ccc(S(=O)(=O)N2CCOCC2)cc1 | -9.0 | -5.8
NC(=O)c1cc2cc(Cl)cc(Cl)c2oc1=Nc1ccc(F)cc1 | -3.0 | 45.0

Four of these compounds in another layout:
COc1ccc(CNS(=O)(=O)c2ccc(F)c(C(=O)Nc3ccc(Cl)cc3F)c2)cc1
  mHTT CaM bind: 6.0	Pf apPOL inh: -3.6
O=C(NC1CCCCC1)c1cccnc1N1CCOCC1
  mHTT CaM bind: -2.1	Pf apPOL inh: -2.0
Cc1ccc(-c2nc3s/c(=C\c4ccc(F)cc4)c(=O)n3n2)cc1
  mHTT CaM bind: -6.0	Pf apPOL inh: 5.7
N#Cc1ccsc1NC(=O)c1ccc(S(=O)(=O)N2CCOCC2)cc1
  mHTT CaM bind: -9.0	Pf apPOL inh: -5.8
